Autophagy HCS – autophagy modulation, high-content screen | MEF GFP-LC3 puncta imaging; test concentration mostly 10 µM | calls only at 10 µM (by protocol) | hit rate 0.98% among 190,000 | AID 463193;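 active = percentage of spot-positive cells more than 3 SD above its plate mean, without a fluorescence outlier flag or 80% toxicity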;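 note: spot-positive cell cutoff set from DMSO-treated cells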
WT yeast gro inh – growth inhibition of WT yeast, mitochondrial fusion screen; hit rate 2.1% among 190,000; AID 1362; mitochondrial fusion phenotypic screen, WT strain; inhibition, % at 10 µM; in the data active = inhibition above about 58%; tested in S. cerevisiae
GPR35 antagonists – GPR35 antagonists blocking zaprinast-driven arrestin recruitment, primary screen, imaging, U2OS, beta-arrestin-GFP, zaprinast agonist (AID 2058) | U2OS GPR35 beta-arrestin-GFP translocation imaging, zaprinast antagonism; higher % means a stronger effect | inhibition, % at 10 µM, or IC50 in µM where a hit was titrated | hit rate 0.052% among 290,000;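 active = inhibition of at least 50% with at least 30 cells and total cytoplasm GFP at most 10,000,000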
AID2073 – inhibitors of Mint1-CaV2.2 protein interaction, biochemical, HTRF (AID 2073); hit rate 0.19% among 290,000; HTRF protein-protein interaction, Mint1-CaV2.2; higher % means a stronger effect; one-dose inhibition, % at 20 µM; IC50 in µM for titrated hits; in the data active = inhibition mostly above about 51%, no sharp cut-off; note: some results filed as inactive read as strong as hits
UTI89 phage lysis – protection from phage-mediated lysis, alamar blue read-out – E. coli UTI89, K1F phage, bacterial capsule biogenesis inhibitors (AID 488966); E. coli UTI89 K1F phage lysis, alamar blue, 2 h; higher % means a stronger effect; inhibition, % at 100 µM, or IC50 in µM where a hit was titrated; hit rate 0.02% among 340,000;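 active = phage lysis inhibition, versus mean bacterial control, above a set limit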;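 note: capsule biogenesis inhibitors block K1F phage lysis so surviving cells raise fluorescence; higher fluorescence means more inhibition of phage lysis; actives were called in the ten point dose series up to 300 µM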
LYP phosphatase – inhibitors of LYP phosphatase, biochemical, fluorescence intensity, uHTS (AID 1779); recombinant LYP phosphatase, fluorescence intensity; higher % means a stronger effect; inhibition, % at 11.5 µM; hits with a dose series show IC50 in µM; hit rate 0.054% among 290,000; in the data active = inhibition above about 50%;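 note: plate controls were vehicle with enzyme for no effect and no enzyme for full effect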
RSV CPE inhibition – inhibition of RSV-induced cytopathic effect – HEp-2 cells, primary 10 µM value included (AID 2391); HEp-2 cells, RSV-induced CPE inhibition; higher % means a stronger effect; CPE inhibition, % at 10 µM; hits with a dose series show IC50 in µM; hit rate 0.13% among 310,000; in the data active = a potency from the dose series; note: strong numbers were not always called active
NS5 inhibitors – Dengue-2 NS5 methyltransferase inhibitors, primary screen, biochemical, confirmation dose response (AID 588689) | Dengue-2 NS5 methyltransferase capping enzyme assay, biochemical; higher % means a stronger effect | one-dose inhibition, % at 25 µM; IC50 in µM for titrated hits | hit rate 0.3% among 340,000; in the data active = a potency from the dose series
NTR1 ag – NTR1-driven beta-arrestin-GFP spot formation – imaging, U2OS cells, high content, primary screen (AID 493036). P30989. agonist mode. activation, % at 20 µM. hit rate 0.17% among 330,000;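 active = activation at or above 40% of the spot to cytoplasm intensity ratio, with at least 20 cells analyzed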;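 note: 0% = DMSO without peptide and 100% = 100 nM NTR1 peptide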
Target sequence (P30989 whole entry, looked up): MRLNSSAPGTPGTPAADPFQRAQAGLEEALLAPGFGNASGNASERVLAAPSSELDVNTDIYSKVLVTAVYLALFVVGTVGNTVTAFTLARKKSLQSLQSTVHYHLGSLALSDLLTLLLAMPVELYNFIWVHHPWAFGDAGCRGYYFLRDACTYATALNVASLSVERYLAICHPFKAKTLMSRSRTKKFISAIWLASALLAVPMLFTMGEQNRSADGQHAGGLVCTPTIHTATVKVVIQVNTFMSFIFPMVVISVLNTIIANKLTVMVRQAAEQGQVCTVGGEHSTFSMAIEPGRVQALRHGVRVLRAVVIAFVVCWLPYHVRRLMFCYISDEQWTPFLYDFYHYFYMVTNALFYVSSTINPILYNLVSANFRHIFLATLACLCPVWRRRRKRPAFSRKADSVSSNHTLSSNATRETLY
WT yeast gro inh mutant strain – further read-out of WT yeast gro inh, marked with its call; inhibition, %; mitochondrial fusion phenotypic screen, mutant strain inhibition
Autophagy HCS cell loss 18 h – also measured in Autophagy HCS; calls as there; toxicity, %; measured here: cell loss, nuclei count;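 cell loss after 18 h compound exposure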
NTR1 ag cell count 20 µM – recorded beside NTR1 ag, whose call it bears; cell count; measured here: cell count, cytotoxicity flag
NS5 inhibitors pilot replicate – recorded beside NS5 inhibitors, whose call it bears; inhibition, %; measured here: pilot screen replicate inhibition
Starred values were filed as active, the others as inactive; i = inactive; x = no result given; + = active, no number; [ ] = another dose, or the depositor's remark.

SMILES	Autophagy HCS	Autophagy HCS cell loss 18 h	WT yeast gro inh	WT yeast gro inh mutant strain	GPR35 antagonists	AID2073	UTI89 phage lysis	LYP phosphatase	RSV CPE inhibition	NS5 inhibitors	NTR1 ag	NTR1 ag cell count 20 µM	others
COc1ccc(CN=CC2=C(O)CNC2=O)cc1OC	i	1	11	0	4%	-5%	0.3%[50 µM]	-2%	2.3%	-2%	-0.8	61
COc1cc(OC)c2ccc(=O)oc2c1C(CCN1CCCC(C)C1)c1ccc2c(c1)OCO2 (centres undefined)	x	x	x	x	-3%	10%	-0.5%	-4%	-1.8%	9%	-3.4	89
COc1ccc([N+](=O)[O-])cc1NC(=S)NC(NC(=O)C(c1ccccc1)c1ccccc1)C(Cl)(Cl)Cl (centres undefined)	i	-32	-4	-4	-4%	-5%	-0.4%	8%	3.6%	-5%	1.4	55
CCOc1ccc(C(=O)NCC(=O)OCCCOC(=O)CNC(=O)c2ccc(OCC)cc2)cc1	x	x	x	x	12%	6%	0.0%	-2%	1.6%	0%	1.4	64
O=C(NCCc1ccccc1)C1(c2ccccc2)CCCC1	x	x	x	x	-1%	-4%	0.5%	-10%	0.7%	-5%	-0.5	55
CCOC(=O)C1C(=O)OC(C)(C)C1C(C)C(=O)c1ccc(OC)cc1 (centres undefined)	i	9	-1	5	11%	-2%	0.1%	-3%	-0.2%	-3%	0.3	86
Cc1ccc(CNC(=O)c2ccc3c(c2)NC(=O)CS3)cc1	x	x	x	x	3%	-6%	6.0%	2%	1.2%	-5%	-1.1	43
NC(=O)C1CCN(C(=O)CCc2nc3ccccc3c(=O)[nH]2)CC1	i	2	0	8	8%	4%	-0.8%	1%	x	3%	1.7	92
COC(=O)c1cc2sccc2n1CC(=O)N(C)c1ccccc1	i	-11	-21	-6	-5%	-7%	1.4%	-3%	1.1%	-4%	-1.4	91
O=C(NCCc1nnc2ccc(N3CCCCCC3)nn12)c1ccccc1	x	x	x	x	-1%	6%	-0.1%[50 µM]	-11%	2.4%	1%	-0.7	71
O=C1C2C(c3ccccc3)C=CC(c3ccccc3)C2C(=O)N1CCCO (centres undefined)	i	6	14	-49	-6%	0%	0.6%	-2%	-0.2%	-5%	1.7	34
COc1ccc(S(=O)(=O)NC2CC2)cc1Cl	x	x	x	x	-13%	9%	-0.2%	-1%	0.5%	3%	-0.8	67	NS5 inhibitors pilot replicate=-4.9
CC1CCc2cc(F)ccc2N1C(=O)CSc1nnc(-c2cccs2)n1C (centres undefined)	i	2	7	-12	0%	24%	-0.2%	-2%	0.5%	1%	0.0	88	NS5 inhibitors pilot replicate=4.1
O=C(Nc1ccc(N2CCCC2)cc1)c1cccc(-c2cc3ccccc3oc2=O)c1	i	1	20	15	-12%	43%	-0.9%	-17%	2.2%	x	2.8	58
Cn1nccc1C(=O)Nc1ccc(Cl)cc1	i	-3	6	20	14%	-3%	2.1%[50 µM]	-4%	1.8%	-1%	2.1	33
COc1ccc(-c2cc3ccccc3n2CC(O)CN2CCN(CCO)CC2)cc1 (centres undefined)	i	-6	6	2	-7%	4%	-1.6%	-8%	-2.3%	-11%	0.2	68
Clc1ccc(N=C2SCCS2)cc1	x	x	x	x	-11%	0%	-0.1%	-10%	x	-12%	0.0	59
O=C(NCc1ccccc1)C1=C[C@@H](c2ccccc2)C[C@@H](OCCCCO)O1	x	x	x	x	x	x	3.5%	x	3.1%	6%	0.4	103
COC(=O)c1cccc(NC(=O)c2ccc3c(c2)C(=O)N(Cc2cccnc2)C3=O)c1	x	x	x	x	-2%	10%	0.5%	-9%	1.5%	-6%	1.0	46
CCN(CC)CCNC(=O)c1ccc(N2CCCCC2)c(NS(=O)(=O)c2ccc(C)cc2)c1	i	13	16	7	3%	1%	0.5%	-8%	-3.7%	-8%	0.3	50
Cc1nnc(SCC(=O)N(C)c2c(N)n(Cc3ccccc3)c(=O)[nH]c2=O)n1Cc1ccccc1	i	0	2	-1	-1%	0%	0.4%	-1%	-0.6%	-2%	0.8	56
CNC(=S)Nc1ccc(C23CC4CC(CC(C4)C2)C3)cc1	i	11	68*	48*	7%	-3%	0.6%	10%	0.5%	-9%	5.3	81
O=C(COC(=O)c1ccccc1Br)NCCN1C(=O)CSC1=O	i	-6	6	18	1%	-3%	0.3%	0%	3.0%	0%	-1.3	66
CC(C)(C)C(=O)N1CCN(c2ccc([N+](=O)[O-])c(NCC3CCCO3)c2)CC1 (centres undefined)	i	11	-11	14	9%	-3%	-0.3%	-3%	3.2%	-4%	1.3	52
CC(C)NC(=O)c1cc(-c2ccco2)on1	i	7	14	10	-5%	34%	1.5%	-9%	-0.7%	-9%	-0.9	56
O=C(NCC[C@@H]1C[C@@H]2C=C[C@H]1C2)c1cc(COc2ccc(F)cc2F)on1	x	x	x	x	0%	20%	0.0%	-4%	13%	7%	1.7	61
COc1ccc(OS(=O)(=O)Cc2ccccc2)cc1	x	x	x	x	5%	12%	-0.1%	-4%	2.9%	-3%	-1.2	106
O=C(CSc1cccc(C(F)(F)F)c1)Nc1ccc(Cl)cc1Cl	i	-6	-4	13	19%	-4%	2.0%	-4%	2.4%	-1%	1.4	88
COc1cc(Cl)c(NS(=O)(=O)c2c(C(=O)N3CCCC3)c(C)n(C)c2C)c(OC)c1	x	x	x	x	-12%	-2%	1.2%	-12%	2.9%	0%	0.3	62
CC1N=C2c3ccccc3N=C(SCc3cc(=O)n4cc(Cl)ccc4n3)N2C1=O (centres undefined)	i	-2	17	4	-13%	8%	3.2%	-1%	6.2%	-11%	52*	91*

Brought forward from above: six entries, then new ones.
SMILES	Autophagy HCS	Autophagy HCS cell loss 18 h	WT yeast gro inh	WT yeast gro inh mutant strain	GPR35 antagonists	AID2073	UTI89 phage lysis	LYP phosphatase	RSV CPE inhibition	NS5 inhibitors	NTR1 ag	NTR1 ag cell count 20 µM	others
CC(C)NC(=O)c1cc(-c2ccco2)on1	i	7	14	10	-5%	34%	1.5%	-9%	-0.7%	-9%	-0.9	56
O=C(NCC[C@@H]1C[C@@H]2C=C[C@H]1C2)c1cc(COc2ccc(F)cc2F)on1	x	x	x	x	0%	20%	0.0%	-4%	13%	7%	1.7	61
COc1ccc(OS(=O)(=O)Cc2ccccc2)cc1	x	x	x	x	5%	12%	-0.1%	-4%	2.9%	-3%	-1.2	106
O=C(CSc1cccc(C(F)(F)F)c1)Nc1ccc(Cl)cc1Cl	i	-6	-4	13	19%	-4%	2.0%	-4%	2.4%	-1%	1.4	88
COc1cc(Cl)c(NS(=O)(=O)c2c(C(=O)N3CCCC3)c(C)n(C)c2C)c(OC)c1	x	x	x	x	-12%	-2%	1.2%	-12%	2.9%	0%	0.3	62
CC1N=C2c3ccccc3N=C(SCc3cc(=O)n4cc(Cl)ccc4n3)N2C1=O (centres undefined)	i	-2	17	4	-13%	8%	3.2%	-1%	6.2%	-11%	52*	91*
CCNc1nc(NC(C)C)nc(Nn2cnnc2)n1	i	4	3	-32	-6%	0%	-0.7%	-10%	-0.3%	-3%	1.5	86
COc1ccc(C2=NOC(C(=O)Nc3ccc4c(c3)OCO4)C2)cc1OC (centres undefined)	i	-1	24	-8	-4%	20%	2.3%	-9%	1.3%	x	2.3	76
O=C(Cn1c(=O)sc2ccccc21)OC(CCl)CCl	i	-3	-3	-13	20%	-4%	1.7%	-8%	1.8%	2%	-0.6	77
O=C1CC2(CCN(C(=O)c3ccc(F)cc3)CC2)Oc2ccccc21	x	x	x	x	x	x	-1.4%	x	1.3%	-4%	-0.4	48
CCOC(=O)c1c(-c2ccccc2)c2cc(OC)ccc2n1CCCN(C)C	x	x	x	x	3%	16%	0.2%	-8%	-0.4%	-1%	3.7	41
Cc1cc(C(=O)Nc2ccc3[nH]ccc3c2)no1	x	x	x	x	3%	1%	1.2%	-6%	1.1%	-11%	-0.6	50
CCCCN(C(=O)CNC(=O)c1ccco1)C(C(=O)NC1CCCCC1)c1ccc(OC)cc1OC (centres undefined)	i	15	2	-41	13%	0%	0.3%	-4%	0.4%	-5%	-0.1	67
Cc1ccc(S(=O)(=O)CCC(=O)OCC(=O)NCC(=O)Nc2c(C)cc(C)cc2C)cc1	x	x	x	x	x	x	1.3%[50 µM]	x	-0.1%	-2%	-0.5	50
O=C(NCc1cccnc1)c1cc(Cl)ccc1[N+](=O)[O-]	i	14	6	8	-14%	-1%	4.9%	3%	1.6%	-6%	2.5	38
CCCCCn1c2c(c(=N)c3ccccc31)CCC2	x	x	x	x	-2%	0%	-1.6%	-4%	-0.9%	2%	3.4	45
CCOc1ccccc1N(C)C(=O)Cn1ncc2c([nH]c3ccc(C)cc32)c1=O	x	x	x	x	-7%	7%	0.1%	-1%	1.0%	11%	3.4	54
O=C(NCc1ccccc1)C1COc2ccccc2O1 (centres undefined)	i	-8	11	-6	3%	3%	0.0%	-8%	1.5%	5%	2.7	42
CC(=O)c1cccc(CN2CCN(Cc3ccc(C)cc3)C(CCO)C2)c1 (centres undefined)	i	-36	6	7	1%	-1%	0.3%	0%	-2.8%	-5%	-1.9	52
CCOC(=O)C1CCN(S(=O)(=O)c2c(C)n[nH]c2C)CC1	i	1	67*	+	-3%	4%	-1.4%	-5%	1.2%	-2%	-0.8	63
Cc1cccc(-c2nc(CN3CCN(Cc4cccc(F)c4)CC3)c(C)o2)c1	x	x	x	x	7%	-5%	5.3%	2%	2.3%	-4%	0.0	65
CCOC(=O)c1ccc(S(=O)(=O)n2c(=O)oc3ccccc32)cc1	x	x	x	x	x	x	0.8%[50 µM]	x	1.4%	-1%	-0.5	106
O=C(O)C1CC(c2cccc(Br)c2)=NO1 (centres undefined)	i	-4	-3	-6	-2%	2%	0.4%	0%	0.7%	0%	-0.5	39
C=CCNc1nc(N2CCOCC2)c(C#N)c2c1CN(C)CC2	i	44	-23	1	0%	9%	0.3%	-5%	-0.4%	5%	-2.1	107
CC(C)Cc1nc(NCCN2CCOCC2)c(C#N)c2c1COC(C)(C)C2	i	2	2	20	-7%	-2%	0.0%	-4%	-0.9%	1%	-0.3	45
CCC(C)c1ccc(NC(=S)NCc2ccccn2)cc1 (centres undefined)	i	11	71*	63*	-14%	1%	-0.1%	-5%	2.3%	-5%	1.1	33
COC(=O)c1cc(C(=O)c2ccc(C(C)(C)C)cc2)c[nH]1	i	13	37	42	-11%	-10%	-0.5%	-4%	-0.6%	-10%	4.8	45
CCN(CC)S(=O)(=O)c1cccc(C(=O)Nc2cccnc2)c1	i	1	7	7	-5%	-4%	0.7%	-1%	2.2%	0%	0.9	46
COc1ccc(C(=O)NC(=S)NCc2ccccc2)cc1OC	i	-3	-2	4	-9%	3%	0.2%	0%	-0.5%	-4%	1.5	89
COc1ccc(/C=N/NC(=O)c2c(C)nc3ccc(Br)cn23)cc1OC	x	x	x	x	-12%	3%	1.0%	-6%	x	-1%	-1.6	48

Source: PubChem
